Source: PubChem BioAssay (Broad Institute)
LGR2 inh: inhibitors of bursicon-induced Drosophila LGR2 receptor cAMP signaling. HEK293 LGR2, CRE-luciferase, bursicon-stimulated, 4 h. inhibition, % at 9.99 µM. 380,000 tested, 0.35% active. AID 720647;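 active means drop in luminescence signal, shown as inhibition above about 50% in the replicate tests, limit read from the data, passing the limit was not always enough; inconclusive means probably only some replicates passing the limit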;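 further: agonist challenge used bursicon conditioned medium at about half maximal strength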
PAX8 inh HTS: lowers PAX8-driven luciferase in RMG-I cells; RMG-I TPO-luciferase reporter, SteadyGlo, 24 h; inhibition, % at 12.6 µM; 360,000 tested, 1.2% active;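 active means mean replicate inhibition at least 60% with every replicate also reaching 60%; inconclusive means only one of the two criteria is met; inactive means mean below 60% and not all replicates reaching 60%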;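 further: luciferase light reporting Pax8 driven TPO promoter activity; plate controls were median of neutral control wells for no effect and mitoxantrone controls for full effect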
ARNT-TACC3 inh: ARNT/TACC3 interaction disruption. AlphaScreen His-ARNT PAS-B/GST-TACC3 binding, luminescence; TACC3 fragment carries E629A point mutation. inhibition, % at 9.99 µM. 390,000 tested, 0.66% active;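 active means mean inhibition of replicates at least 50% and at least half of replicates each reaching 50%; inconclusive means half or more replicates reach 50% but mean below 50%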;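 further: 0% = complete ARNT plus TACC3 wells and 100% = ARNT alone without TACC3; many hits fall short of the cut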
DENV2 CPE rescue: inhibitors of DENV2 cytopathic effect | DENV2-infected cells, cytopathic effect rescue, plate reader | CPE inhibition, % at 9.99 µM | 350,000 tested, 1.7% active | AID 651640; in the data active means CPE inhibition above about 20%, passing the limit was not always enough; inconclusive means no clear call, values can overlap the other calls; tested in BHK-21 cells;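 further: 0% = median of neutral control wells and 100% = median of positive control wells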
SIRT5 inh: sirtuin-5 (human) deacylase inhibition; inhibition, % at 15 µM; Q9NXA8; AID 652115; Purified SirT5, succinyl-peptide AMC, trypsin-coupled fluorescence; 330,000 tested, 1.1% active; in the data active means inhibition above about 15%; inconclusive means no clear call, values can overlap the other calls
Target sequence (Q9NXA8 whole entry, looked up): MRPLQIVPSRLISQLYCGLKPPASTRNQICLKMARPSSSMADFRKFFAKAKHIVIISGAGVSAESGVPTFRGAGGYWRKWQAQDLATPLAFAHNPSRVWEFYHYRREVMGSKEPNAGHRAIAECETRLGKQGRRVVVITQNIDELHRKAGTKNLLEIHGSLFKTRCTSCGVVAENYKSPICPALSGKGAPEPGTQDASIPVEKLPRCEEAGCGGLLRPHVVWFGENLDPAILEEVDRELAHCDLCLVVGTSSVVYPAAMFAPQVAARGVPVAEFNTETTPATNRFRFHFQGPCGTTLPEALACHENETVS
Casp6 inh: inhibitors of human caspase-6; purified caspase-6, Z-VEID-R110 cleavage fluorescence; inhibition, % at 12.5 µM; 350,000 tested, 0.53% active;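 active means mean inhibition across replicates at least about 35%, with every replicate also reaching that limit, limit read from the data; inconclusive means only one of the two criteria met; inactive means neither criterion met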;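 further: 0% = median of neutral control wells and 100% = no fluorescence left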
Target sequence (P55212 24-179 limits assumed): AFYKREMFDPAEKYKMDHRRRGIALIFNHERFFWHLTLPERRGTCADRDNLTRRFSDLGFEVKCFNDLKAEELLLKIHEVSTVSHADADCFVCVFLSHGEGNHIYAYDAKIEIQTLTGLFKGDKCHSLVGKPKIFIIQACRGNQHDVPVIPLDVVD
Target sequence (P55212 194-293 limits assumed): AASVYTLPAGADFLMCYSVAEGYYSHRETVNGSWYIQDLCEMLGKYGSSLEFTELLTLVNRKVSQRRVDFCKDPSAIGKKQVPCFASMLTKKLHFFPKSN
EWS-Fli block: inhibitors of EWS/Fli oncoprotein transcriptional activity. A673 NR0B1-luciferase reporter, viability-normalised. AID 651661. 350,000 tested, 0.67% active. inhibition, % at 12.6 µM;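 active means mean inhibition of at least 50% after viability correction, with every replicate also passing that limit; inconclusive means mean reaches 50% but only one of two replicates passes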;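 further: firefly luciferase signal divided by Alamar Blue viability fluorescence both relative to DMSO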
Active calls of the source: *; ? = inconclusive; · = no result given.

structure	EWS-Fli block	PAX8 inh HTS	SIRT5 inh	DENV2 CPE rescue	LGR2 inh	ARNT-TACC3 inh	Casp6 inh
O=C(COc1ccc(S(=O)(=O)N2CCOCC2)cc1)Nc1cccc([N+](=O)[O-])c1	8	·	-7	0	-2	0	-3
Cn1nccc1NC(=O)c1nccnc1C(=O)O	2	-3	-3	-3	-5	-8	5
C[C@@H]1CN([C@H](C)CO)S(=O)(=O)c2ccc(C#CC(C)(C)O)cc2O[C@@H]1CN(C)C(=O)CC1CC1	4	·	0	-2	10	-1	-1
CCCc1ccc(-c2cc(C(=O)NC3=NCCS3)c3ccccc3n2)cc1	-33	-168	-1	-1	·	-1	-4
Cc1cnc2c(N)cc(C)c(C)c2c1	9	44	·	3	19	·	2
C[C@@H]1CN([C@@H](C)CO)C(=O)c2cccc(NC(=O)NC3CCCCC3)c2O[C@@H]1CN(C)C(=O)Nc1ccc(F)cc1	-8	13	7	?	-28	-2	0
O=C(c1ccc2c(c1)OCO2)N1C[C@@H]2[C@H](c3ccccc31)[C@@H](CO)N2Cc1ccc2c(c1)OCO2	7	7	3	-14	15	-2	-4
Cc1ccc(C)c(NC(=S)N2C3CCCC2CC(NC(=O)C2CC2)C3)c1 (centres undefined)	-4	4	3	7	12	2	2
CCCNC(=S)N1CCC(NC(=O)Nc2ccc(C)cc2)CC1	1	-26	·	-4	-9	-6	-1
CC1(C)CC(=O)C2=C(C1)N=C1SCCC(=O)N1C2c1cccc([N+](=O)[O-])c1 (centres undefined)	-12	2	-1	6	-10	-2	5
COc1cc(/C=C2\SC(=O)NC2=O)ccc1OCc1ccc(Cl)nc1	-2	-32	1	10	-3	-5	-3
CCC(CCc1ccccn1)C(=O)c1ccccc1 (centres undefined)	1	-1	-4	1	-28	-8	0

(list continues)
structure	EWS-Fli block	PAX8 inh HTS	SIRT5 inh	DENV2 CPE rescue	LGR2 inh	ARNT-TACC3 inh	Casp6 inh
C[C@H]1CCCCO[C@H](CN(C)C(=O)Cc2ccccc2)[C@@H](C)CN([C@@H](C)CO)C(=O)c2cc(NC(=O)Cc3ccccc3)ccc2O1	1	-5	2	-3	10	-3	-1
COc1ccc(C(=O)Nc2ccc3c(c2)C(=O)N(C)[C@@H]2CC[C@H](CC(=O)NCC4CC4)O[C@@H]2CO3)cc1	-28	-13	0	-2	-6	-2	2
CCCNC(=O)Nc1ccc2c(c1)C(=O)N(C)C[C@H](OC)[C@@H](C)CN(C(C)=O)[C@@H](C)CO2	·	·	0	-1	-20	·	4
CC(C)NC(=S)NN=C1c2ccccc2-c2ccccc21	11	15	0	-3	-3	11	3
CCCn1cnc2cc(NC(=O)c3cccs3)ccc21	-45	-65	4	-1	-61	-14	0
COc1cc(/C=N/Nc2ncc(C(F)(F)F)cc2Cl)cc(OC)c1OC	7	5	-5	12	-1	·	-1
N#Cc1ccccc1NC(=O)c1ccccc1OCC(=O)NCc1ccco1	7	·	-3	0	-7	4	0
COC(=O)CC#C[C@H](C)[C@@H](NS(C)(=O)=O)C1CCCCC1	3	-3	1	-1	11	·	2
O=C(CCNC(=O)c1ccc([N+](=O)[O-])cc1)Nc1nc2ccccc2[nH]1	-23	-30	-3	-5	-6	-1	-2
C[C@@H]1CCCCO[C@H](CN(C)C(=O)Nc2cccc3ccccc23)[C@@H](C)CN([C@@H](C)CO)C(=O)c2cc(NS(=O)(=O)c3cn(C)cn3)ccc2O1	-7	3	·	89*	3	12	·
COc1ccc(C2CC(c3ccc(Cl)cc3Cl)n3nc(N)nc3N2)cc1 (centres undefined)	5	1	-1	-6	1	·	-3
CCCCCCC(C)n1[nH]c(=O)c2c(C)cc(=O)[nH]c21 (centres undefined)	·	21	-1	·	-6	·	-2

The results go on:
structure	EWS-Fli block	PAX8 inh HTS	SIRT5 inh	DENV2 CPE rescue	LGR2 inh	ARNT-TACC3 inh	Casp6 inh
CN(/C(=N\S(=O)(=O)c1ccccc1)c1ccccc1)c1ccc(O)cc1	·	-18	·	·	-8	-1	·
CC(=O)O[C@H]1C=C[C@@H](NC(=O)OC(C)(C)C)C1	-20	-3	·	-8	7	·	-1
CCc1ccc(NC(=O)c2sc3nc4n(c(=O)c3c2C)CCC4)cc1	·	-18	-4	7	-30	12	3
COc1cc(OC)nc(Oc2ccccc2C=O)n1	-5	19	0	1	13	-5	1
COc1cccc(C(=O)Nc2ccc3c(c2)C(=O)N(C)C[C@@H](OC)[C@H](C)CN(C(=O)C2CCCCC2)[C@H](C)CO3)c1	-9	3	1	6	10	0	0
COc1c2ccccc2nc2ccccc12	-4	-11	-18	-7	-10	11	-2
CN(C)CC(=O)Nc1ccc2c(c1)[C@H]1C[C@@H](CC(=O)NCc3cccnc3)O[C@H](CO)[C@H]1O2	-2	·	1	4	-8	-5	1
COC(=O)c1ccc(N2C(c3cc(OC)cc(OC)c3)=Cc3ccc(-c4ccc(C(N)=O)cc4)cc3C2CC(=O)C2CC2)cc1 (centres undefined)	7	54	-2	-2	6	·	-4
OCC1(Cc2ccccc2)CCN(Cc2cnn(-c3ccccc3F)c2)CC1	7	7	·	12	-7	0	-8
COc1cccc(C#Cc2ccc([C@H]3[C@@H](C#N)N(C(=O)C4CCC4)[C@@H]3CO)cc2)c1	-50	8	6	5	16	3	1
O=C(O)c1cc([N+](=O)[O-])cc([N+](=O)[O-])c1N1CCN(c2cccc(C(F)(F)F)c2)CC1	-14	15	-2	-2	-18	-9	7
O=C(C[C@H]1CC[C@H]2[C@@H](COC[C@@H](O)CN2C(=O)c2ccc(F)cc2)O1)Nc1ccc(-c2ccccc2)cc1	-11	38	2	4	4	2	-2

Continuation.
structure	EWS-Fli block	PAX8 inh HTS	SIRT5 inh	DENV2 CPE rescue	LGR2 inh	ARNT-TACC3 inh	Casp6 inh
O=C1O[C@@H](c2ccccc2)[C@@H](c2ccccc2)N2[C@@H](c3ccc(OCCO)cc3)[C@]3(C(=O)Nc4ccc(C#CCCO)cc43)[C@@H](C(=O)N3CCN(c4ncccn4)CC3)[C@H]12	-3	-16	-4	-10	·	-5	1
CN1C(=O)c2cc(NS(C)(=O)=O)ccc2OC[C@@H]2O[C@@H](CC(=O)NC3CCCCC3)CC[C@@H]21	11	-9	-6	-3	-21	-1	1
C[C@H]1CN([C@@H](C)CO)S(=O)(=O)c2ccc(-c3ccc(C(=O)N(C)C)cc3)cc2O[C@@H]1CN(C)C(=O)C1CCC1	4	-4	-2	3	-13	32	0
COCC(=O)Nc1ccc2c(c1)OC[C@@H](C)N(CC1CCCCC1)C[C@H](C)[C@H](OC)CN(C)C2=O	-1	-3	0	3	6	-6	3
COC(=O)c1sc2ncn(CC(=O)NCCc3ccc(OC)c(OC)c3)c(=O)c2c1C	6	3	-1	-4	1	·	-1
CC(=O)N(C)c1ccc(OCC(O)Cn2c(C)nc3ccccc32)cc1 (centres undefined)	14	21	0	10	-14	10	4
C[C@@H]1CN([C@H](C)CO)C(=O)c2cc(NC(=O)C3CCCCC3)ccc2O[C@@H](C)CCCCO[C@@H]1CN(C)S(=O)(=O)c1cn(C)cn1	4	-14	-2	4	7	-5	-1
COc1ccc(S(=O)(=O)Nc2cccc3c2O[C@H](CN(C)C)[C@H](C)CN([C@@H](C)CO)C3=O)cc1	-4	7	-3	-13	-5	-15	-1
Cc1ccc(NC(=O)COC(=O)CN2C(=O)C3CCCCC3C2=O)cc1C (centres undefined)	-1	-7	-5	3	30	-4	-4
COCCNC(=O)CSCc1c(F)cccc1Cl	-9	·	0	10	2	3	0
COc1ccc(NC(=O)Nc2ccc3c(c2)CC(=O)N([C@@H](C)CO)C[C@H](C)[C@H](CN(C)S(=O)(=O)c2c(C)noc2C)O3)cc1	-13	-18	·	-16	1	9	-3
COc1ccc(NS(=O)(=O)c2cccc(C(=O)NNC(=O)c3cccn3C)c2)cc1	·	6	-1	-5	9	-2	3

Retrieved one by one from the entries so far, 2 records:
structure	EWS-Fli block	PAX8 inh HTS	SIRT5 inh	DENV2 CPE rescue	LGR2 inh	ARNT-TACC3 inh	Casp6 inh
CN(C)CC(=O)Nc1ccc2c(c1)[C@H]1C[C@@H](CC(=O)NCc3cccnc3)O[C@H](CO)[C@H]1O2	-2	·	1	4	-8	-5	1
COc1c2ccccc2nc2ccccc12	-4	-11	-18	-7	-10	11	-2

Additional records.
structure	EWS-Fli block	PAX8 inh HTS	SIRT5 inh	DENV2 CPE rescue	LGR2 inh	ARNT-TACC3 inh	Casp6 inh
COc1ccc(NC(=S)N2CCC(C(=O)c3ccc(C)cc3)CC2)c(OC)c1	8	19	-3	1	18	7	0
CN(C)c1ncnc2c1ncn2[C@H]1CN(Cc2ccc(-c3ccccc3)cc2)C[C@@H](CO)O1	-3	7	3	10	-41	·	5
O=c1[nH]ncc2c3ccccc3n(Cc3cccc(Cl)c3)c12	4	10	-8	·	24	-11	1
Cc1cccc(C)c1NC(=O)CSc1nnc(-c2cnccn2)n1C	7	10	-4	-2	3	-1	0
O=C(O)CCC(=O)Nc1ccc(Sc2ccc([N+](=O)[O-])cc2)cc1	-9	36	7	2	-6	2	-3
COc1ccccc1OCCCC(=O)Nc1ccc2c(c1)OCCO2	·	-9	5	-1	-7	-3	0
CN(Cc1ccccc1)c1ccc(C(CC(N)=O)NC(=O)Cc2ccc(Br)cc2)cc1[N+](=O)[O-] (centres undefined)	9	26	·	136*	3	-4	1
COCC(=O)N1C[C@@H](C)[C@@H](OC)CN(C)C(=O)c2ccc(NC(=O)c3cnccn3)cc2OC[C@@H]1C	3	-3	3	10	0	0	-3
O=S(=O)(Nc1cccc(Cl)c1)c1cccc(-n2cnnn2)c1	-9	-5	·	11	·	1	1
CCN(CC)S(=O)(=O)c1cccc(NC(=O)CCSc2ccc(Cl)cc2)c1	·	-4	·	·	4	-4	·
CC(NC(=O)CCNC(=O)c1ccco1)c1ccccc1 (centres undefined)	1	2	1	2	2	-7	-1
CN1CCCN(C(=O)c2ccc(Cl)cc2)CC1	-11	-16	·	3	7	-3	-3

Going on with the list.
structure	EWS-Fli block	PAX8 inh HTS	SIRT5 inh	DENV2 CPE rescue	LGR2 inh	ARNT-TACC3 inh	Casp6 inh
Cc1noc(C)c1NC(=O)N(C)C[C@@H]1Oc2ccc(NS(C)(=O)=O)cc2C(=O)N([C@@H](C)CO)C[C@@H]1C	-8	·	-4	-4	-4	1	4
O=C(Cc1ccccn1)NCC[C@@H]1CC[C@@H](NC(=O)Nc2ccc(C(F)(F)F)cc2)[C@H](CO)O1	-11	15	2	1	9	27	0
Fc1ccc(-c2nnc(-c3ccc(F)cc3)o2)cc1	-100	-210	-5	0	-49	6	4
O=C(O)C[C@H]1C[C@@H]2c3cc(NC(=O)Nc4ccccc4F)ccc3O[C@@H]2[C@H](CO)O1	-3	-7	-5	9	-10	-3	-1
COc1ccc(CNC(=O)COc2cc3c(c4oc(=O)cc(C)c24)CCC(C)(C)O3)cc1OC	-5	·	-4	-10	-14	-1	-2
CN(Cc1cccc(F)c1)C(=O)c1ccc(S(=O)(=O)N2CCOCC2)cc1	-1	-12	-1	-3	5	-2	4
Cc1cccc(CN2[C@H](CO)C=CS2(=O)=O)c1	-5	-12	2	3	1	·	5
Cc1cccc(C)c1OCC(=O)NNC(=S)NC(=O)C1CC1	·	21	0	1	4	22	-2
COC(=O)c1cnc[nH]1	-3	-2	-1	-4	1	-19	-1
